# Bioassay records as filed in PubChem BioAssay.
# ALOX12 inhib = qHTS Assay for Inhibitors of 12-hLO (12-human lipoxygenase) | Potency, µM (doses to about 57.1 µM), for the others: at the top dose activity change, negative = inhibition, actives largely listed as inhibitors | Polyunsaturated fatty acid lipoxygenase ALOX12 (Homo sapiens), P18054 | 150,000 compounds, 0.12% hits | purified 12-hLO, xylenol orange hydroperoxide absorbance | AID 1452, 2008; also: potency is read from the fitted curve at half-maximal effect; nearly all actives have a fitted effect of over 55% in size; many of its hits are not listed in these tables
# Target sequence (P18054 whole entry, looked up): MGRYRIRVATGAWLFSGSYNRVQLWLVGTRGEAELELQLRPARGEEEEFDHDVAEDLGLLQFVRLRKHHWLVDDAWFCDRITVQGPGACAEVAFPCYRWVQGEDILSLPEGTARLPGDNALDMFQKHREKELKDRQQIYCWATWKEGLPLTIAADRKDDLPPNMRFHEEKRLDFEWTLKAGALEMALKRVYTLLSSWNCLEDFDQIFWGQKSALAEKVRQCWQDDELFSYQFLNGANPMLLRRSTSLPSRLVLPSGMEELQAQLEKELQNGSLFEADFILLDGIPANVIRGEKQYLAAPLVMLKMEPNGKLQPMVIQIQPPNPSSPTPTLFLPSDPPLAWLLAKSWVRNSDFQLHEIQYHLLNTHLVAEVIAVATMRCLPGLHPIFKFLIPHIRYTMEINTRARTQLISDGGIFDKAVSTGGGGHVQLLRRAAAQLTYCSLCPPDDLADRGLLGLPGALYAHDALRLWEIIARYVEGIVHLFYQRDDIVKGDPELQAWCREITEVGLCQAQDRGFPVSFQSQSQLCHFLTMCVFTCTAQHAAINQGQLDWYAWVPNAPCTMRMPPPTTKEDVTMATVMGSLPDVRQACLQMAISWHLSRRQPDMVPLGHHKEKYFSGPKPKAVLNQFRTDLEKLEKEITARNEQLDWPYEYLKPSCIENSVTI
#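 Purified human 12hLO (150 nM final) was preincubated with compounds for 15 min at room temperature in 25 mM Hepes pH 7.0, 0.01% Triton X-100, then reacted with 40 uM arachidonic acid for 30 min. Hydroperoxide was detected with ferrous iron/xylenol orange.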
# IMPase inh = qHTS Assay for Identifying the Cell-Membrane Permeable IMPase Inhibitors; Inositol monophosphatase 1 (Rattus norvegicus), P97697; CHO-M1 cells, IP1 accumulation, HTRF TR-FRET ratio; inhibition (IP1 accumulation), % at 46.1 µM; 120,000 tested, under 10 active; AID 901, 2007; active = well fitted curve in the direction sought with a large enough effect in the signal ratio, not every such curve was filed as active; inconclusive = small, poorly fitted or top-dose-only effect, or a change in a side signal; inactive = no such curve, though single readings can be large or run the other way; the % refers to the signal ratio;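 also: cells stimulated with carbachol in lithium chloride buffer; plate controls were DMSO basal wells for no effect and reference inhibitor wells for full effect; higher means more IMPase inhibition seen as more IP1 and lower FRET ratio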
# Target sequence (P97697 whole entry, looked up): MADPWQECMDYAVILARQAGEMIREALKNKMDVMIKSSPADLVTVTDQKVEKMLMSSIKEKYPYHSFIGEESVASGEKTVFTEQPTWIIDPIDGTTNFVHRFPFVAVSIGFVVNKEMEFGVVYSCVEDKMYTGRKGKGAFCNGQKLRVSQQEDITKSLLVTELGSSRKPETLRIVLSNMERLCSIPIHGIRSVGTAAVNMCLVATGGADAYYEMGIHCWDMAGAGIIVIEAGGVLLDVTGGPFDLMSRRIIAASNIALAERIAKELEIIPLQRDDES
#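 Elevated IP1 in lysates lowers TR-FRET signal (665/620 ratio and 620 channel reported). Cells were CHO-M1, given carbachol (50 uM as added) plus 50mM LiCl, pH 7.4, 30 min, 37C; compounds titrated up to 46 uM; AC50 by Hill equation.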
# 15-hLO-2 inh = qHTS Assay for Inhibitors of 15-hLO-2 (15-human lipoxygenase 2); Polyunsaturated fatty acid lipoxygenase ALOX15B (Homo sapiens), O15296; purified 15hLO-2, xylenol orange hydroperoxide absorbance; Potency, µM (titrated, usually from 57.1 µM), for inactives: at the top dose activity change, negative = inhibition, actives largely listed as inhibitors; 110,000 compounds, 0.56% hits; AID 881, 2007; also: potency is read from the fitted curve at half-maximal effect; nearly all actives have a fitted effect of over 60% in size; many of its hits are not listed in these tables
#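 Purified human 15hLO-2 (50 nM) preincubated 15 min with compound, then 45 uM arachidonic acid for 90 min at RT in 25 mM Hepes pH 7.5, 0.01% Triton X-100. Hydroperoxide detected by Fe-xylenol orange; 573/405 nm absorbance ratio.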
# PNC assembly inh = High Content Assay for Compounds that inhibit the Assembly of the Perinucleolar Compartment; PC3M PTB-GFP, PNC prevalence imaging, 16 h; active compounds read low; activity change (PNC), negative = inhibition, % at 10 µM; 140,000 compounds, 3.1% hits; AID 2417, 2010;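 active = readout at or below -70, meaning at least 70% loss of cells showing the perinucleolar compartment, a nuclear body marking cancer cells; inconclusive = readout between -30 and a set limit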;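 also: plate controls were DMSO wells for no effect and camptothecin positive control wells for full effect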
#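 Read-out is percentage of cells bearing a perinucleolar compartment, from automated 20x imaging of fixed, Hoechst-stained PC3M PTB-GFP cells. Cells were seeded 4 h, then exposed 16 h to compound (23 nl of library stock) in duplicate plates.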
# * hit, by the source's call; ? = inconclusive; · = no result given; [ ] = dose if it differs, or a comment. Unless noted, calls follow the shape of the dose curve; as a rule, active = well fitted curve in the direction sought with a large enough effect; inconclusive = small, poorly fitted or top-dose-only effect, or another doubt; inactive = no such curve, though single readings can be large; an effect the other way counts as inactive or inconclusive. Unless noted, % is scaled to controls: 0 for no effect and ±100 for the full control effect.
SMILES,ALOX12 inhib,IMPase inh,15-hLO-2 inh,PNC assembly inh
Cc1ccc(NC(=O)CN(C)CC(=O)Nc2ccc(N3CCOCC3)cc2)c(C)c1,0%,·,·,3
COCCn1cc(C(=S)N2CCOCC2)c2ccccc21,-10%,5,1%,-15
CCn1c2ccccc2c2cc(/C=N/n3cn[nH]c3=S)ccc21,-6%,6,?,55
COc1ccc(N(C(=O)COc2cccc(C)c2)S(=O)(=O)c2ccc(C)cc2)cc1,-5%,·,·,29
CCOC(=O)N1CCC(NC(=O)Cn2cccc2C(=O)c2ccccc2C)CC1,-12%,9,1%,-12
CCc1ccc(S(=O)(=O)N(C(=O)c2ccncc2)c2ccc(OC(=O)c3ccncc3)cc2)cc1,-1%,·,·,-26
CC(c1ccccc1)N1CCn2c(nc3cc(NC(=O)NC4CCCCC4)ccc32)C1 (stereo not drawn),-2%,0,35%[activator],9
O=C(N/N=C/c1cccc(OC(=O)N2CCOCC2)c1)c1cccs1,-3%,10,·,8
CCCc1nn(-c2ccccc2)c2c1C(c1cccs1)C(C#N)=C(N)O2 (stereo not drawn),-26%,4,-16%,41
O=C(COc1ccc(Cl)cc1)N1CCCCC1,6%,13,0%,19
O=C(Nc1ncn[nH]1)c1ccccc1Br,0%,·,·,6
CC(C)(C)C(=O)Nc1cccc(-c2nc3ccccc3[nH]2)c1,-5%,3,0%,?
COc1cc(NC(=O)CSc2nc(C)cs2)cc(OC)c1,10%,-1,1%,?
O=C1CC(c2ccc(Cl)cc2)n2nc(NS(=O)(=O)c3ccc(F)cc3)nc2N1 (stereo not drawn),-1%,2,-5%,36
COc1ccc(Cl)cc1NC(=O)COc1cccc(-n2cnnn2)c1,4%,-1,-9%,?
CCCCc1ccc(-c2nc(NC(=O)C3C4CCC(O4)C3C(=O)O)sc2C)cc1 (stereo not drawn),-1%,6,23%,41
CCCCCOC(=O)Cc1c(O)c2ccccc2n(C)c1=O,0%,-5,-14%,13
CCN(/N=C/C=C/c1ccccc1)c1cc(=O)n(C)c(=O)[nH]1,1%,-3,·,?
Cc1ccc(-c2nn(-c3cc(Cl)ccc3[N+](=O)[O-])c(=O)c3ccccc23)cc1C,5%,9,-10%,35
COCCNC(=O)CSc1nc2ccccc2c(=O)n1-c1cccc(OC)c1,-1%,-12,2%,15
NC(=O)c1ncc(C(F)(F)F)cc1Oc1ccc(F)cc1,8%,7,7%,6
CC(NC(=O)c1ccccc1)c1ccc(F)cc1 (stereo not drawn),-1%,·,·,-5
Cn1c(=O)n(CCc2ccccc2)c(=O)c2c1nc1n2CCCN1Cc1ccccc1,-7%,12,-10%,22
COc1ccc(C2CC(c3ccccc3)=NN2C(=O)COC(=O)c2cccnc2)cc1 (stereo not drawn),-2%,-2,·,40
CCOc1ccc2[nH]c(=O)c(CN(Cc3ccc(F)cc3)C(=O)N3CCCC3)cc2c1,-1%,-3,4%,14
CCS(=O)(=O)N1CCC(C(=O)N2CCc3ccccc3C2)CC1,-8%,2,6%,-5
O=C(N/N=C/c1ccc(COc2ccc(Br)cc2)o1)c1ccco1,2%,·,·,33
Cc1ccc(S(=O)(=O)NCCC(=O)Nc2ccc(Cl)c(Cl)c2)cc1,-19%,·,·,13
CCN(c1cccc(C)c1)S(=O)(=O)c1cccc2nsnc12,-3%,-5,-9%,-3
CN(C1=C(NC(=O)c2ccc(Cl)cc2)C(=O)c2ccccc2C1=O)c1ccccc1,1%,36[activator],·,-6
O=C(CNC(=O)C1CCCCC1)Nc1cc(Cl)ccc1Cl,2%,·,·,52
O=c1nc(Nc2ccccc2)sc2ccc([N+](=O)[O-])cc12,-3%,-5,·,-17
COc1cc(Cl)c(C)cc1NC(=O)CSc1nnc(-c2ccco2)n1CC(C)C,-11%,6,-24%,13
O=C(/C=C1\NC2(CCCC2)Cc2ccccc21)N1CCOCC1,-2%,11,-1%,?
Cc1ccc(-c2nnc(SCC(=O)OC(C)C)n2N)cc1,1%,-6,-3%,73
COC1=CCC2([N+](=O)[O-])CN(CCO)CC1([N+](=O)[O-])C2 (stereo not drawn),-5%,2,·,-26
O=C(O)/C=C/C(=O)N1CCN(c2ccccc2F)CC1,0%,·,·,?
COc1ccccc1CN=Cc1[nH]c2ccc(Br)c(Cl)c2c1O,-22%,?,-20%,19
O=C(Nc1ccccc1)OCCN1CCN(Cc2ccccc2)CCC1=O,-3%,·,·,25
CC(=O)c1ccc(S(=O)(=O)Nc2cccc(S(=O)(=O)NC3=NCCC3)c2)cc1,2%,·,·,?
O=C(Cn1c2[n+](c3ccc(C(F)(F)F)cc31)CCCCC2)Nc1ccccc1,-23%,·,·,92
CC(C)n1c(/N=C/c2c[nH]c3ccccc23)nc2ccccc21,-16%,10,18%,18
COc1ccc(NC2=NCC(=O)N2c2ccccc2)c(OC)c1,-1%,7,0%,-94*
CCOc1cc(N2CCOCC2)c(OCC)cc1NC(=O)c1cc(-c2ccco2)nc2ccccc12,-11%,14,?,14
COc1ccc(/C=N/NC(=O)c2ccc(O)cc2O)cc1CSc1ccccn1,1%,-8,·,-2
CC1Cc2ccccc2N1C(=O)COC(=O)C1(c2ccccc2F)CCCC1 (stereo not drawn),1%,4,·,-90*
CN1CCc2c(OCC(=O)N3N=C(c4cccs4)CC3c3ccc(F)cc3)cccc2C1=O (stereo not drawn),-2%,19,·,-9
CCCC1CCC(c2nc(-c3cccnc3)no2)CC1 (stereo not drawn),-9%,4,48%[activator],?
COc1ccc(NS(=O)(=O)c2ccc(OC)c(N(C)S(=O)(=O)c3ccc(Cl)cc3)c2)cc1,-7%,7,-11%,?
CCc1cc2c(=O)[nH]c(Cc3ccc(Cl)cc3)nc2s1,-6%,-11,-6%,?
O=c1oc2cc(OCc3ccc(F)cc3F)ccc2cc1-c1ccc2ccccc2n1,-3%,·,·,9
O=C(Cn1c(NCCO)nc2ccccc21)NCCc1ccccc1,6%,4,1%,23
C=CCOc1ccc2ccccc2c1CNCCCN1CCOCC1,4%,13,58%[activator],59
COc1cc(CNc2ccc3c(c2)CCC3)cc(OC)c1O,-7%,-13,?,-20
CC(=O)CSc1nc2ccc(Nc3nc(N4CCOCC4)nc(N4CCOCC4)n3)cc2s1,4%,-4,-4%,39
O=C(COc1ccc(C(=O)Nc2ccc(Cl)cc2)cc1)NCc1ccccc1,4%,·,·,64
O=C(CCCc1nc2ccccc2s1)Nc1nccs1,-5%,8,-3%,6
CCOC(=O)c1nnn(CC(=O)N2N=C(c3ccc(Cl)cc3)CC2c2ccc(OC)cc2)c1C(=O)OCC (stereo not drawn),8%,4,·,-25
c1ccc2c(NC3CCCC3)nnc(NC3CCCC3)c2c1,3%,0,23%,?
CS(=O)(=O)N(CC(=O)NCc1ccccc1Cl)Cc1ccccc1,0%,6,·,-5

# Sorted by molar mass (high to low): some entries from above.
SMILES,ALOX12 inhib,IMPase inh,15-hLO-2 inh,PNC assembly inh
CC1Cc2ccccc2N1C(=O)COC(=O)C1(c2ccccc2F)CCCC1 (stereo not drawn),1%,4,·,-90*
CCc1cc2c(=O)[nH]c(Cc3ccc(Cl)cc3)nc2s1,-6%,-11,-6%,?
COc1cc(CNc2ccc3c(c2)CCC3)cc(OC)c1O,-7%,-13,?,-20

# Remaining list, next part:
SMILES,ALOX12 inhib,IMPase inh,15-hLO-2 inh,PNC assembly inh
O=C(Nc1cccc(N=Cc2cc(Br)cc(Br)c2O)c1)c1ccco1,-2%,·,·,?
CCOC(=O)c1ccc(NC(=O)C2(c3ccc(OC)cc3)CCOCC2)cc1,0%,12,1%,44
Cn1nc(-c2ccccc2)c(C(=O)Nc2ccc(Cl)cc2)c1Cl,5%,-11,-10%,-26
COCCn1c(SCC(=O)Nc2ccc(S(N)(=O)=O)cc2)nc2ccccc21,2%,2,-3%,46
CC(=O)Nc1cccc(OCC(=O)Nc2ccc(F)cc2)c1,-2%,-5,-3%,25
COc1ccc(NC(=O)CCNC(C)=O)cc1NS(=O)(=O)c1ccc(F)cc1,1%,-7,-8%,-28
CSCSC1=C(C#N)C(c2ccccc2Cl)C(C(C)=O)=C(C)N1 (stereo not drawn),-8%,7,-14%,?
CSCCC(NC(C)=O)C(=O)Oc1ccc2c3c(c(=O)oc2c1)CCCC3 (stereo not drawn),-4%,-17,-2%,7
CCn1cc(C2N3CC4(C)CN2CC(C)(C3)C4=O)c2ccccc21 (stereo not drawn),-1%,2,8%,-12
CC(NC(=O)c1ccco1)C1COc2ccccc2O1 (stereo not drawn),-4%,-9,-4%,?
CCC(C)/C(C)=N/NC(=O)c1ccc(COc2ccc(Cl)c(C)c2)cc1 (stereo not drawn),-3%,·,·,-134*
Clc1ccccc1CSc1nnc(-c2ccncc2)o1,-8%,3,-6%,5
CCC(C)NC(=O)C1CCC(=O)N(c2cc(OC)c(OC)c(OC)c2)C1c1ccc(OC)cc1 (stereo not drawn),4%,?,·,-100*
Cc1ccc(Nc2nc3c([nH]2)c(=O)n(C)c(=O)n3C)cc1,-3%,0,-11%,18
CC(=O)c1ccc(NC(=O)CSc2nnc(Cn3c(=O)sc4ccccc43)n2C)cc1,7%,-8,·,47

# Filtered by structure: those above with a thiophene ring, fused or not
SMILES,ALOX12 inhib,IMPase inh,15-hLO-2 inh,PNC assembly inh
O=C(N/N=C/c1cccc(OC(=O)N2CCOCC2)c1)c1cccs1,-3%,10,·,8
CCCc1nn(-c2ccccc2)c2c1C(c1cccs1)C(C#N)=C(N)O2 (stereo not drawn),-26%,4,-16%,41
CN1CCc2c(OCC(=O)N3N=C(c4cccs4)CC3c3ccc(F)cc3)cccc2C1=O (stereo not drawn),-2%,19,·,-9
CCc1cc2c(=O)[nH]c(Cc3ccc(Cl)cc3)nc2s1,-6%,-11,-6%,?

# Next records.
SMILES,ALOX12 inhib,IMPase inh,15-hLO-2 inh,PNC assembly inh
O=C(O)C1C2CCC(O2)C1C(=O)NCc1ccncc1 (stereo not drawn),0%,-2,-6%,62
O=C(COc1cccc2ccccc12)N1CCN(c2ccccc2)CC1,-16%,-3,14%,3
Cc1nnc(NC(=O)C2CCCN(c3ncccn3)C2)s1 (stereo not drawn),-4%,-7,-11%,-13
c1coc(CNC2C3CC4CC(C3)CC2C4)c1 (stereo not drawn),0%,0,2%,28
CCCn1cnc2cc(NCc3ccccn3)ccc21,7%,11,38%[activator],38
CC(C(=O)O)c1cccc(Oc2ccccc2)c1 (stereo not drawn),0%,·,-5%,·
Cc1c(Cl)cccc1NC(=O)C1Cc2ccccc2CN1C(=O)c1ccccc1 (stereo not drawn),-1%,11,·,-11
CCS(=O)(=O)Nc1cccc(C2=NN(S(=O)(=O)c3ccc(C)cc3)C(c3cccs3)C2)c1 (stereo not drawn),-6%,·,·,42
CC(C)[C@H](NS(=O)(=O)c1ccccc1)C(=O)OCC(=O)NC(=O)c1cccn1C,13%,0,-12%,-15
COc1ccc2[nH]cc(C(=O)CN3CCCC(C)C3)c2c1 (stereo not drawn),-2%,-2,-4%,32
CCC1CCCCN1C(=S)NC(=O)c1ccc([N+](=O)[O-])cc1 (stereo not drawn),-6%,·,·,11
Cn1cccc1C(=O)NC(=O)COC(=O)C12CC3CC(CC(O)(C3)C1)C2,-1%,-3,-3%,?
CC(=O)NCCC(=O)Nc1sc2c(c1-c1nc3ccccc3[nH]1)CCCC2,1%,7,15%,-80*
CCn1ncc(/C=C/C(=O)NCc2cnn(C)c2C)c1C,-3%,?,-6%,-11
